GALK inhibitor: qHTS Assay for Inhibitors of Human Galactokinase (GALK). Potency, µM (series often up to 57.5 µM), for inactives: at the top dose activity change, negative = inhibition, hits mostly inhibitors. P51570. Purified GALK, Kinase-Glo residual ATP luminescence. hit rate 0.007% among 270,000; also: potency is read from the fitted curve at half-maximal effect; % is scaled to controls: 0 for no effect and ±100 for the full control effect
Target sequence (P51570 whole entry, looked up): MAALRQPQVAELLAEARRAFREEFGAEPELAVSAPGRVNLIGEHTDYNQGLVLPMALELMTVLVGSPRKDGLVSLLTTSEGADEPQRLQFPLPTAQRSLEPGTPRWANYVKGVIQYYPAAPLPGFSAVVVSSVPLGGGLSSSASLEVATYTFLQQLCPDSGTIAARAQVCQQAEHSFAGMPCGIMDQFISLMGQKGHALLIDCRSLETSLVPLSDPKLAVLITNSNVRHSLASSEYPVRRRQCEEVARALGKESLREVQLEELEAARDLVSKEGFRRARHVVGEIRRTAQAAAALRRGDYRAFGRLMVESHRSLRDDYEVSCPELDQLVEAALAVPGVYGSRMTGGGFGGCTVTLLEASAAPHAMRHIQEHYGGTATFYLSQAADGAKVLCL
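GALK at 5 nM final was combined with compound, 35 uM ATP and 100 uM galactose in HEPES pH8.0 with MgCl2 and DTT. The reaction ran one hour at room temperature before luminescent ATP detection.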
MBNL1 CUG block: qHTS Assay for Inhibitors of MBNL1-poly(CUG) RNA binding; Potency, µM (highest dose often 57.5 µM), without a hit: at the top dose activity change, negative = inhibition, usual class: inhibitors; TR-FRET MBNL1-His/biotin-(CUG)12 binding, 665/545 ratio; Muscleblind-like protein 1 (Homo sapiens), Q9NR56; hit rate 0.036% among 280,000; active = well fitted inhibition curve with a large enough effect in the signal ratio, with a control signal flat, not every such curve was filed as active; inconclusive = small, poorly fitted or top-dose-only effect, or effect the other way, or a change in a side signal; inactive = no such curve, though single readings can be large or run the other way; the % refers to the signal ratio; also: potency is read from the fitted curve at half-maximal effect; % is scaled to controls: 0 for no effect and ±100 for the full control effect
Target sequence (Q9NR56 whole entry, looked up): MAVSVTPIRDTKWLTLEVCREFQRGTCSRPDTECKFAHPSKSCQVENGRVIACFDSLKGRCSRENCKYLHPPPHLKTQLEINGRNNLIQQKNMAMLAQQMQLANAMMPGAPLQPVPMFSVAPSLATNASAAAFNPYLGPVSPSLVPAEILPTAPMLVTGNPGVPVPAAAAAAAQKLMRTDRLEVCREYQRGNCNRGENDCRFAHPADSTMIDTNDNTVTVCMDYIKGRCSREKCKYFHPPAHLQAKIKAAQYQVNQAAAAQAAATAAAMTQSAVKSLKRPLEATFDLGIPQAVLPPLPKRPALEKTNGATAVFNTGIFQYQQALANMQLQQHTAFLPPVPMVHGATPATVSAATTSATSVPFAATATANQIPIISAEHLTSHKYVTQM
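Compound titration spanned 92 nM–58 uM against the MBNL1-His/biotin-(CUG)12 complex. After 60 min at room temperature with 5 nM streptavidin-XL665 and 0.055 ng/ul terbium anti-His, ratiometric 665/545 nm emission (Ex 340 nm) normalized to controls.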
CXXC DNA block: qHTS Fluorescence Polarization Assay for Inhibitors of MLL CXXC domain - DNA interaction; Histone-lysine N-methyltransferase 2A (Homo sapiens), Q03164; MLL-CXXC / FITC-HOXA9 DNA fluorescence polarization; Potency, µM (titrated, usually from 115 µM), inactives show top-dose activity change, negative = inhibition, usual class: inhibitors; hit rate 0.037% among 290,000; active = well fitted inhibition curve with a large enough effect in the polarisation, with a control signal flat, not every such curve was filed as active; inconclusive = small, poorly fitted or top-dose-only effect, or effect the other way, or a change in a side signal; inactive = no such curve, though single readings can be large or run the other way; the % refers to the polarisation; also: potency is read from the fitted curve at half-maximal effect
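Purified MLL-CXXC (added from a 7 uM solution) was preincubated 5 min at ambient with pinned compounds in 50 mM Tris-HCl pH 7.5, 50 mM NaCl, 1 mM DTT, 0.05% BSA. Fluorescein-labeled HOX-A9 DNA (50 nM solution) followed, 30 min, then polarization read.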
TRPV1 agonist: HTS Assay for Compounds that Act as Agonists of the Vanilloid Receptor 1. Transient receptor potential cation channel subfamily V member 1 (Homo sapiens), Q8NER1. TRPV1-expressing cells, Fluo-8 calcium influx, agonist mode. activation, % at 8.33 µM. hit rate 0.19% among 320,000; in the data active = activation above about 80%; inconclusive = between about 30% and that limit; also: 0% is about no effect
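TRPV1-expressing cells were cultured overnight at 35.5C and loaded with Fluo-8 calcium dye for 40 to 90 min at room temperature. After a 10 s baseline, compound was added and calcium influx was read kinetically for 3 min (ex 480/em 520 nm).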
A-T KAP1 phos: qHTS Assay for Identifying a Potential Treatment of Ataxia-Telangiectasia; AID 485349, 2010; Potency, µM (top dose mostly 57.5 µM), for inactives: top-dose activation, actives largely listed as activators; […] A-T fibroblasts, KAP-1 phosphorylation AlphaLISA; neocarzinostatin DNA damage 30 min before lysis; hit rate 0.19% among 320,000; also: potency is read from the fitted curve at half-maximal effect; % of control where 0% means no effect; nearly all actives have a fitted effect of over 45% in size
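ATM-like activity read as KAP-1 phosphorylation via AlphaLISA donor/acceptor antibody pairs after lysis and 6 hr at 25C. Cells were ATM-null patient fibroblasts ([…], hTERT), dosed 60 min, then exposed to the DSB inducer NCS for 30 min.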
KCNH2 3.1 inh: qHTS for Inhibitors of KCHN2 3.1: Mutant qHTS | U2OS KCNH2 3.1, thallium flux FluxOr; active compounds read low | activity change, % (tested at about 1.8 µM) | hit rate 0.95% among 340,000;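 active = maximum activity change below -70%; inconclusive = maximum activity change from -70% to -50%; inactive = maximum activity change above -50%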;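 also: thallium influx rate constant from kinetic fluorescence after stimulation buffer; % is scaled to controls: 0 for no effect and ±100 for the full control effect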
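FluxOr-based Tl+ influx in U2OS cells transduced with KCNH2 3.1 virus; rate constants normalized to DMSO controls.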
hERG WT inh: qHTS for Inhibitors of KCHN2 3.1: Wildtype qHTS | Voltage-gated inwardly rectifying potassium channel KCNH2 (Homo sapiens), Q12809 | U2OS, BacMam KCNH2, thallium flux FluxOr; active compounds read low | activity change, % at 1.84 µM | hit rate 0.37% among 340,000 | AID 720551, 2013;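 active = maximum activity change below -70%; inconclusive = maximum activity change between -70% and -50%; inactive = maximum activity change above -50%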; also: % is scaled to controls: 0 for no effect and ±100 for the full control effect
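U2OS cells transduced with wild-type KCNH2 virus are loaded with FluxOr dye for 45 min, and thallium flux is measured in kinetic reads before and after stimulation buffer. Rate constants are normalized to DMSO controls.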
Integrin act MD: qHTS for Activators of Integrin-Mediated Alleviation for Muscular Dystrophy; hit rate 0.064% among 350,000; alpha7betagal myoblasts, beta-gal FDG fluorescence, 48 h; AID 624291, 2012; Potency, µM (top dose mostly 38.3 µM), for the others: at the top dose activation, hits mostly activators;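 also: potency is read from the fitted curve at half-maximal effect; 100% = response of the positive control SU9516; nearly all actives have a fitted effect of over 60% in size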
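alpha7betagal+/- myoblasts (passage 13, 250/well) treated 48 h at 37C with compounds at 1:260 dilution of DMSO stock. Lysed, then beta-galactosidase activity read as FDG fluorescence (ex 480/em 540) after 30 min, with pre-read for autofluorescence.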
FBPA coupling cs: qHTS Assay for Inhibitors of Fructose-1,6-bisphosphate Aldolase from Giardia Lamblia: Coupling assay counterscreen | hit rate 0.67% among 290,000 | activity change, negative = inhibition, % at 58.2 µM, hits read low | coupling enzyme system counterscreen, AmpLite Red fluorescence; in the data active = activity change below about -30%; also: % is scaled to controls: 0 for no effect and ±100 for the full control effect
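First, compound is pin-transferred into glyceraldehyde-3-phosphate coupling-enzyme reagent at 57.5 uM final and held 10 min at RT. Next, substrate, coupling system and AmpLite Red are added. After 20 min RT, fluorescence (525/598 nm) is read.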
S-ASM inh: Inhibitors of Secretory Acid Sphingomyelinase (S-ASM): qHTS | AID 504937, 2011 | placental ASM, HMU-PC fluorogenic substrate, 60 min | hit rate 0.006% among 340,000 | Sphingomyelin phosphodiesterase (Homo sapiens), P17405 | Potency, µM (top dose mostly 57.5 µM), inactives show at the highest dose activity change, negative = inhibition, hits mostly inhibitors; also: potency is read from the fitted curve at half-maximal effect
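Fluorogenic HMU-PC substrate (9 uM final) is turned over by placental ASM in 60 min at 37 C after a 10 min compound preincubation. Reaction ended by alkaline stop (pH 10), with fluorescence read at 386/447 nm.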
The depositor's hits bear a star; ? = inconclusive; . = no result given; [ ] = remark or other dose. Unless noted, calls follow the shape of the dose curve; as a rule, active = well fitted curve in the direction sought with a large enough effect; inconclusive = small, poorly fitted or top-dose-only effect, or another doubt; inactive = no such curve, though single readings can be large; an effect the other way counts as inactive or inconclusive.

1. COc1ccc(-c2c(-c3ccc4c(c3)OCO4)noc2C)cn1
2. C=CCn1c(=O)c2ccccc2n2c(=S)[nH]nc12
3. CCOC(=O)c1c(C)[nH]c(C(=O)COC(=O)c2ccc([N+](=O)[O-])o2)c1C
4. Cc1cc(C(=O)O)sc1C
5. CCOC(=O)c1cccc(NC(=O)c2ccco2)c1
6. CN1C(=O)S/C(=C\c2ccccc2OCc2ccc(C(=O)O)cc2)C1=O
7. O=c1[nH]c(CN2CCc3ccccc3C2)nc2ccccc12
8. CCOc1ccc(-n2c(Cc3cc(=O)[nH]c(=O)[nH]3)nnc2SCC(=O)NC2CCCC2)cc1

| Compound | 1 | 2 | 3 | 4 | 5 | 6 | 7 | 8 |
| --- | --- | --- | --- | --- | --- | --- | --- | --- |
| KCNH2 3.1 inh | -2 | -10 | 0 | -3 | -12 | 14 | 11 | 0 |
| MBNL1 CUG block | -7% | -7% | . | 55%[activator] | -4% | 7% | -1% | -2% |
| FBPA coupling cs | 6 | 3 | . | -10 | 1 | 12 | 0 | 2 |
| A-T KAP1 phos | -2% | -2% | 29% | 3% | -6% | 2% | -4% | -1% |
| CXXC DNA block | 3% | -3% | . | 7% | -5% | -18% | 8% | 1% |
| hERG WT inh | 7 | 0 | -8 | -23 | 44 | 29 | -18 | 8 |
| GALK inhibitor | . | -1% | . | 1% | 1% | -7% | -1% | 0% |
| TRPV1 agonist | 11 | 0 | . | -6 | 1 | 3 | 2 | . |
| S-ASM inh | -2% | 3% | -1% | 1% | -2% | 4% | -1% | 22% |
| Integrin act MD | ? | 6% | -3% | -4% | 27% | -21% | 2% | 0% |

9. COc1ccc(NC(=O)c2cncn2-c2ccccc2)cc1
10. O=C(NCc1ccccc1)C(c1cccnc1)N(C(=O)c1ccccn1)c1ccccc1F (configuration not stated)
11. CCOC(=O)c1ccc(Nc2ccc([N+](=O)[O-])cn2)cc1
12. CCc1nc(N2CCN(C(=O)c3ccccc3)CC2)c(C#N)c2c1COC(C)(C)C2
13. CCOC(=O)N1CCN(C(=O)CN(c2ccccc2OC)S(=O)(=O)c2ccc(OC)cc2)CC1
14. Cc1c(NC(=O)OCc2ccccc2)c(=O)n(-c2ccccc2)n1C
15. Brc1ccc(/C=N/N2CCN(C3c4ccccc4-c4ccccc43)CC2)s1
16. CC(=O)N1c2c(cc(Br)cc2S(=O)(=O)N2CCN(c3ccccc3F)CC2)CC1C (configuration not stated)

| Compound | 9 | 10 | 11 | 12 | 13 | 14 | 15 | 16 |
| --- | --- | --- | --- | --- | --- | --- | --- | --- |
| KCNH2 3.1 inh | -1 | -1 | -14 | -11 | -7 | 12 | . | 2 |
| MBNL1 CUG block | 4% | -1% | 23% | -5% | -16% | 2% | -3% | -3% |
| FBPA coupling cs | -1 | 1 | -1 | -2 | 2 | 3 | 5 | 3 |
| A-T KAP1 phos | 2% | 5% | 1% | 16% | 5% | 2% | 6% | -5% |
| CXXC DNA block | 26% | 13% | -10% | -2% | 0% | -2% | 17% | -8% |
| hERG WT inh | -2 | 5 | 0 | -3 | 3 | 17 | -10 | 20 |
| GALK inhibitor | 9% | 6% | . | 1% | -2% | 0% | 0% | -4% |
| TRPV1 agonist | 0 | 3 | 1 | 18 | 1 | 4 | -2 | 3 |
| S-ASM inh | 0% | 4% | 3% | 3% | 15% | 2% | -1% | -11% |
| Integrin act MD | 3% | 1% | 22% | -2% | -19% | -2% | -40% | -120%[inhibitor] |

3 of the entries above in order of their number in S-ASM inh, high to low.
entry | canonical_smiles | CXXC DNA block | GALK inhibitor | TRPV1 agonist | S-ASM inh | Integrin act MD
10 | O=C(NCc1ccccc1)C(c1cccnc1)N(C(=O)c1ccccn1)c1ccccc1F (configuration not stated) | 13% | 6% | 3 | 4% | 1%
11 | CCOC(=O)c1ccc(Nc2ccc([N+](=O)[O-])cn2)cc1 | -10% | . | 1 | 3% | 22%
15 | Brc1ccc(/C=N/N2CCN(C3c4ccccc4-c4ccccc43)CC2)s1 | 17% | 0% | -2 | -1% | -40%

Next part
17. O=C(NC1CCN(Cc2ccccc2)CC1)c1c(Cl)cccc1Cl
18. Cn1c(=O)c2c(nc(Br)n2CCSc2ncccn2)n(C)c1=O
19. CN(C)S(=O)(=O)c1ccc(Cl)c(NC(=O)C2CCN(S(=O)(=O)c3cccs3)CC2)c1
20. COc1cccc(N2CCN(C(=O)c3ccc(CSc4nc5ccncc5[nH]4)cc3)CC2)c1

| Compound | 17 | 18 | 19 | 20 |
| --- | --- | --- | --- | --- |
| KCNH2 3.1 inh | 26 | 2 | 17 | 0 |
| MBNL1 CUG block | -8% | 7% | . | ? |
| FBPA coupling cs | 0 | 1 | . | 13 |
| A-T KAP1 phos | 0% | 0% | 2% | -10% |
| CXXC DNA block | -8% | -4% | . | 6% |
| hERG WT inh | . | 8 | 11 | 7 |
| GALK inhibitor | -1% | 0% | . | . |
| TRPV1 agonist | -3 | -1 | -1 | 0 |
| S-ASM inh | -1% | 1% | -1% | 1% |
| Integrin act MD | ? | -2% | -43% | -3% |

2 of the compounds above, with two lines to a compound:
Screens in order – KCNH2 3.1 inh | MBNL1 CUG block | FBPA coupling cs | A-T KAP1 phos | CXXC DNA block | hERG WT inh | GALK inhibitor | TRPV1 agonist | S-ASM inh | Integrin act MD
18	Cn1c(=O)c2c(nc(Br)n2CCSc2ncccn2)n(C)c1=O
→ 2 | 7% | 1 | 0% | -4% | 8 | 0% | -1 | 1% | -2%
20	COc1cccc(N2CCN(C(=O)c3ccc(CSc4nc5ccncc5[nH]4)cc3)CC2)c1
→ 0 | ? | 13 | -10% | 6% | 7 | . | 0 | 1% | -3%

Bioassay records as filed in PubChem BioAssay.

No enrichment for hits; any-hit rate near 2%.
